PhoP inhibition = inhibitors of PhoP regulon expression, primary screen, Salmonella Typhimurium, GFP reporter (AID 1863) | S. Typhimurium PhoP-regulated promoter GFP reporter, 4 h; higher % means a stronger effect | inhibition, % at 50 µM, or IC50 in µM where a hit was titrated | hit rate 0.16% among 300,000;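 active = inhibition over 29.93%, a cutoff 3 SD above the screen mean, later confirmed by dose response; inconclusive = inhibition over 29.93% but no dose response follow-up; inactive = inhibition at most 29.93% or unconfirmed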;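 also: 0% = low Mg2+ inducing control and 100% = high Mg2+ repressing control; strong numbers were not always called active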
Ins promoter up = insulin promoter activators in MIN6 cells, imaging, high-content screening, mouse beta cells | AID 1625, 2009 | z-score at 5 µM | MIN6 insulin promoter-GFP reporter; active compounds read high | hit rate 0.3% among 190,000;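 active = z-score above 3 at 5 µM with at least 500 cells counted in the well; inconclusive = wells under 500 cells, flagged as cytotoxic or low count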
Dynein transport = inhibitors of GR-EGFP nuclear translocation, primary screen, dynein cargo transport inhibitor project, imaging, high-content, 3617.4 mouse cells. test concentration mostly 20 µM; stimulated with dexamethasone, 1 µM; active compounds read low. hit rate 0.47% among 220,000. z-score, hits read low;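 active = plate z-score of nuclear minus cytoplasmic receptor signal below a set negative limit, without overly bright fluorescence or cell loss, cut at about -3.5 in these data, passing the limit was not always enough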;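 also: z-score of nuclear minus cytoplasmic ring GR-EGFP intensity difference per well; some compounds called inactive have numbers as strong as hits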
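Medium: Induction medium lacking tetracycline, stripped serum | Probe or stimulus: 1.0 µM final dexamethasone stimulus | Schedule: 48 h induction, then 1 h compound, then 30 min agonist, 37 °C | Signal: Automated 10x imaging of fixed Hoechst-stained cells | Evaluation: Per-cell GR-EGFP intensity, nucleus versus surrounding cytoplasmic ring, well-averaged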
Lipid droplet = inhibitors of hepatocyte lipid droplet formation, primary screen, imaging, high-throughput imaging, BODIPY stain | AML12 mouse hepatocytes, oleate lipid droplets | inhibition, % at 6.5 µM | hit rate 0.4% among 240,000;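 active = lipid droplet intensity inhibited by at least 50%, with more than 500 cells counted; inconclusive = wells with under 300 cells, treated as cytotoxic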
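Test system: AML12 hepatocytes (mouse); reagent: oleate loading, 100 µM; dosing: one dose, 6.5 µM compound; incubation: overnight exposure; signal: fluorescence imaging, 20x objective, two fields per well; read-out basis: % inhibition of corrected integrated BODIPY droplet signal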
ER stress rescue = rescue of cells from ER stress-induced death, primary screen, 384-well, CSM14.1, thapsigargin, ATP luminescence (AID 1222); 190,000 tested, under 10 active; one-dose cellular ATP content (survival), % at 20 µM; EC50 in µM for titrated hits; CSM14.1 thapsigargin-induced death rescue, ATP luminescence; higher % means a stronger effect;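 active = EC50 below 50 µM in the dose-response confirmation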;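 also: death triggered by thapsigargin at about 15 µM added after 2 h compound pretreatment; cell ATP read after overnight thapsigargin exposure of roughly 18 to 22 hours; normalized against plate controls of thapsigargin alone and 5% DMSO vehicle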
b-catenin transl = modulators of beta-catenin nuclear translocation, primary screen, imaging, HeLa cells, immunofluorescence, high-content; nuclear translocation activity, % at 5 µM; hit rate 0.3% among 190,000; AID 1665, 2009;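 active = nuclear translocation activity above 50% at 5 µM, with a well cell count of 50 or more; inconclusive = wells under 50 cells across six images, flagged as toxic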;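 also: per-cell ratio of nuclear to cytoplasmic median beta-catenin stain intensity; plate controls were DMSO negative control for no effect and GSK-3 inhibitor IX positive control for full effect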
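Read-out: Nuclear/cytoplasmic beta-catenin signal ratio, % activation | Assay system: Human HeLa cell line | Times: 24 h compound exposure at 37°C, 5% CO2 | Signal: Fluorescence imaging of beta-catenin antibody stain plus DAPI | Dosing: 5 µM primary, 0.02–20 µM confirmation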
Autophagy mod = autophagy modulators in MEF cells, primary screen, imaging, high-content, MEF GFP-LC3 | MEF GFP-LC3 puncta imaging; test concentration mostly 10 µM | calls only at 10 µM (by protocol) | hit rate 0.98% among 190,000 | AID 463193, 2010;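 active = percentage of spot-positive cells more than 3 SD above its plate mean, without a fluorescence outlier flag or 80% toxicity; inconclusive = no clear call, values can overlap the other calls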;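 also: spot-positive cell cutoff set from DMSO-treated cells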
MT stabilizer = microtubule stabilizers in HeLa cells, primary screen, imaging, high-content imaging; hit rate 0.83% among 200,000; % tubulin-high responders, % at 10 µM; HeLa tubulin immunostaining HCS, 24 h; share of cells brighter than vehicle mean+2SD;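 active = plate Z-score above 3 for both tubulin-high and condensed-nucleus cell shares, with cell loss under 80%, at 10 µM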;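 also: anti alpha tubulin signal scored within the nucleus-defined area of each cell; some results filed as inactive read as strong as hits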
T cell modulator = modulators of CD8 T cell-vesicle binding, primary screen, mouse 2C CD8+ T cells, flow cytometry; 2C CD8+ T cell-vesicle binding; active compounds read low; hit rate 0.068% among 330,000; calls only at 7 µM; AID 2052, 2009;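 active = response, share of CD8 T cells binding vesicles, and their 90th percentile fluorescence all below set limits, cut at about 80% in these data, passing the limit was not always enough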
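Test system: purified 2C TCR transgenic mouse naive CD8+ T cells. Probe or stimulus: QL9-peptide-loaded Drosophila micro-vesicles bearing Ld, ICAM-1 and B7-1. Incubation: binding step 1.5 h, 37 °C, antibody labelling 20 min, ice. Measured by: flow cytometry of vesicle-bound cells.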
Dynein transport cytoplasmic EGFP = further read-out of Dynein transport, marked with its call; z-score; measured here: cytoplasmic GR-EGFP intensity; active compounds read high
Dynein transport nuclear GR-EGFP = further read-out of Dynein transport, marked with its call; z-score; measured here: nuclear GR-EGFP intensity;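 lower value marks the stronger effect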
Dynein transport cell count = further read-out of Dynein transport, marked with its call; z-score; measured here: cell count per field
Ins promoter up cell count = further read-out of Ins promoter up, marked with its call; cell count; measured here: cytotoxicity, nuclei count;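 total cells summed across four imaged fields per well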
Lipid droplet cells 6.5 µM = further read-out of Lipid droplet, marked with its call; cell count; measured here: cell count, cytotoxicity flag;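 cells counted across two imaged fields per well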
b-catenin transl cell count 5 µM = also measured in b-catenin transl; calls as there; cell count; measured here: cell count, cytotoxicity flag
T cell modulator vesicle-bound % = second read-out of T cell modulator, no call of its own (marks repeat the call); double positive events, %; measured here: CD8+ vesicle-bound cell fraction;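 binding gate set so that unloaded-vesicle control wells show 10% double positive cells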
MT stabilizer Hoechst-high % = recorded beside MT stabilizer, whose call it bears; % Hoechst-high responders; measured here: nuclear condensation Hoechst responders;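 share of cells brighter than vehicle mean plus two SD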
MT stabilizer cytotoxicity % = second read-out of MT stabilizer, no call of its own (marks repeat the call); toxicity, %; measured here: cytotoxicity by cell density;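 0% = mean cell density of plate MIN control wells and 100% = no cells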
Autophagy mod cell loss 18 h = further read-out of Autophagy mod, marked with its call; toxicity, %; measured here: cell loss, nuclei count;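 cell loss after 18 h compound exposure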
* = called active by the depositor; i = inactive; ? = inconclusive; / = not tested or not shown; + = active, no number. Compounds were not picked by outcome, and some 3% of all compounds hit somewhere here.

SMILES	PhoP inhibition	Ins promoter up	Ins promoter up cell count	Dynein transport	Dynein transport cytoplasmic EGFP	Dynein transport nuclear GR-EGFP	Dynein transport cell count	Lipid droplet	Lipid droplet cells 6.5 µM	ER stress rescue	b-catenin transl	b-catenin transl cell count 5 µM	Autophagy mod	Autophagy mod cell loss 18 h	MT stabilizer	MT stabilizer Hoechst-high %	MT stabilizer cytotoxicity %	T cell modulator	T cell modulator vesicle-bound %
CC(C)CCNC(=O)CC1C(=O)N(Cc2ccccc2)C(C)c2nc3ccccc3n21 (stereo unspecified)	-1%	0.2	956	0.57	-0.19	0.13	0.25	-2	760	-1.7%	0.2	1196	i	11	2.6	1.9	6.0	i	11
CC(C)(C)/C(COc1ccccc1[N+](=O)[O-])=N/O	-6%	0.48	1558	-0.29	0.041	0.64	-0.97	7	668	-0.3%	2.4	672	i	8	5.3	2.6	8.7	i	32
S=C(NCc1ccc(Cl)cc1)NC1CCN(Cc2ccccc2)CC1	13%	-0.71	1529	-0.3	-0.25	-0.044	-0.2	0	649	0.7%	-3.4	1135	i	54	1.8	1.5	7.3	i	37
Cc1n[nH]c(C)c1S(=O)(=O)NCCc1ccc(Cl)cc1	5%	-0.96	928	-0.66	-0.28	-0.078	0.41	22	779	-0.1%	0.1	1196	i	-2	1.6	1.9	8.5	i	19
O=C(CSCc1c(Cl)cccc1Cl)Nc1ccccc1C(=O)N1CCOCC1	5%	-0.02	915	-0.78	-0.11	-0.17	0.28	-8	756	1.0%	-3.2	1146	i	-9	1.6	1.0	4.3	i	39
NC(=O)NC(=O)COC(=O)c1ccc(Cl)c(S(=O)(=O)N(Cc2ccccc2)c2ccc(Cl)cc2)c1	-6%	-0.06	1161	-0.9	-0.31	-0.43	0.64	4	700	3.0%	2.2	883	i	3	8.2	3.7	4.0	i	41
COC(=O)c1ccccc1C(=O)N1CCOCCN(C(=O)c2ccccc2C(=O)OC)CCOCC1	6%	-0.24	1547	-0.17	-0.33	-0.17	1.1	2	659	-1.5%	-1.6	1122	i	9	5.8	2.2	5.8	i	44
O=C(CCCSc1nc2ccccc2[nH]1)Nc1nnc(-c2ccccc2)o1	1%	0.48	1617	-0.22	-0.22	-0.27	0.64	/	/	-3.7%	0.3	1443	i	-5	1.0	1.6	8.5	i	52
Cc1ccc(S(=O)(=O)NC(=NCC(=O)O)c2ccc(F)cc2)cc1	-7%	/	/	-1.1	-0.093	-0.55	0.37	20	805	-1.1%	/	/	i	-2	1.1	1.9	7.1	i	11
COCCCN(C(=O)Cc1ccc(Cl)c(Cl)c1)c1c(N)n(Cc2ccccc2)c(=O)[nH]c1=O	/	2	901	2.1	0.033	1	-1.6	1	610	/	-0.9	1318	/	/	/	/	/	i	19
O=C1OCCC1Sc1nnnn1-c1ccc(Cl)cc1 (stereo unspecified)	2%	-0.64	1370	-0.7	-0.32	-0.24	0.65	-4	691	-3.4%	0.2	1108	i	1	2.3	2.1	9.2	i	23
O=C(Nc1nnc(-c2cccs2)o1)c1cccc(F)c1	/	/	/	0.33	-0.26	0.38	-0.06	/	/	/	/	/	i	9	6.2	2.2	1.4	i	39
Cc1noc2ncnc(N3CCN(c4cccc(Cl)c4)CC3)c12	-2%	-0.41	1397	0.039	-0.28	-0.13	0.11	9	609	-1.0%	-1.9	976	i	11	4.0	1.6	4.6	i	48
COCCn1c(N)c(C(=O)OCc2ccccc2)c2nc3ccccc3nc21	5%	-0.81	1151	-0.47	-0.18	-0.16	1.2	/	/	0.4%	-1.4	983	i	5	3.0	1.6	4.0	i	16
Cc1cc(C(=O)NP(=O)(N2CCOCC2)N2CCOCC2)c(C)n1-c1ccc(N(C)C)cc1	-2%	0.17	1497	-0.35	-0.17	-0.41	-0.09	15	594	1.5%	-0.9	1154	i	1	6.4	3.0	5.9	i	40
Cc1ccc(N2CN=c3s/c(=C\c4cccnc4)c(=O)n3C2)cc1	23%	-0.48	928	-0.81	-0.35	-0.34	0.65	/	/	-0.4%	-0.7	1138	i	7	3.8	4.0	5.1	i	42
Brc1ccc(OCCOc2cccc3cccnc23)cc1	-9%	0.14	1359	-1.1	-0.3	-0.88	0.99	2	753	3.0%	0.2	556	i	0	1.5	2.8	4.3	i	45
Nc1nccc(-c2cc(-c3ccc(Cl)cc3Cl)no2)n1	-8%	0.14	1184	-0.28	-0.28	-0.15	-0.27	-3	741	/	-1.2	1276	/	/	/	/	/	i	10
O=C(NCc1ccccn1)Nc1cccc(NC(=O)NCc2ccccn2)c1	2%	0.3	1281	0.16	-0.2	0.28	0.4	-5	767	-1.8%	/	/	i	4	2.6	2.0	3.6	i	36
CCCCN(C)C(=O)c1nc2ccccn2c1CNCCCn1nnc2ccccc21	14%	-0.27	1444	-0.57	-0.27	-0.46	0.39	-3	671	-0.5%	-2.2	967	i	17	4.9	1.9	0.6	i	54
COc1ccccc1N=C(C)C1=C(O)CC(c2ccccc2)CC1=O (stereo unspecified)	11%	-0.63	911	2.6	-0.29	2.1	-0.67	?	/	-1.5%	52*	440*	+	65*	7.2	31	52	i	43
O=C(O)c1ccccc1OCc1ccccc1Br	-5%	0.64	1630	0.96	0.14	1.3	-1.6	15	728	-0.9%	-3.7	1153	i	0	4.2	2.5	6.4	i	19
Cc1cccc(NC(=O)NNC(=O)c2sccc2-n2cccc2)c1	2%	-0.63	930	-0.47	-0.12	-0.2	0.46	0	719	/	-3.1	1141	i	1	9.8	1.7	10	i	45
COc1ccc(S(=O)(=O)NCCCCNS(=O)(=O)c2ccc(OC)cc2)cc1	4%	0.44	1156	0.37	0.099	0.44	0.66	-3	762	-2.3%	/	/	i	-6	4.0	2.1	2.1	i	46
Cc1noc(C(F)(F)F)c1C(=O)NNC(=O)c1cccc(C(F)(F)F)c1	-6%	0.44	1119	-0.61	0.48	0.19	1.4	-3	589	/	-0.6	1324	/	/	/	/	/	i	19
Cc1cc(C)c2c(-n3cccc3)c(C(=O)NNS(=O)(=O)c3ccccc3)sc2n1	-5%	/	/	-0.41	-0.21	-0.49	0.63	/	/	-1.8%	/	/	i	-1	1.9	1.2	8.2	i	27
Cc1ccnc(NC(=O)c2cc([N+](=O)[O-])cc([N+](=O)[O-])c2)c1	4%	0.35	1206	1	0.1	0.77	-0.99	-7	707	/	0.4	1072	i	22	4.9	1.4	0.8	i	35
O=C(O)c1ccc2c(c1)N(Cc1ccccc1F)C(=O)c1ccccc1S2=O (stereo unspecified)	-1%	-0.52	2015	-0.049	-0.3	0.074	0.3	-3	626	-2.0%	-4.4	1096	/	/	5.3	2.1	7.5	i	31
Cc1cccc(OCc2nnc(SCC(=O)N3CCCC3)n2C)c1	-12%	1.1	1040	0.11	-0.21	-0.084	0.29	/	/	0.1%	-2.8	965	i	1	1.0	1.2	8.5	i	30
COC(=O)c1c(NC(=O)CSc2nnc(-c3ccco3)n2Cc2ccccc2)sc(C)c1C	-7%	-2.6	748	-0.14	0.28	0.044	0.37	-22	734	1.8%	/	/	i	-1	1.8	1.3	1.7	i	59
O=C(Cc1ccccc1)N[C@H](c1ccccc1)P(=O)(O)CO	6%	-0.44	1238	0.041	-0.14	0.35	-0.54	/	/	1.0%	/	/	/	/	2.1	2.1	8.8	i	11
CCN1CCN(Cc2ccc(NC(=O)c3cc(NC(=O)c4cc5cccc(OC)c5o4)cc(OC)c3)cc2C(F)(F)F)CC1	-3%	0.3	753	0.87	-0.83	0.55	0.37	7	701	/	0.3	1301	/	/	/	/	/	i	60
CCOC(=O)C(Sc1n[nH]c(N)n1)c1ccccc1 (stereo unspecified)	-11%	/	/	-0.89	-0.24	0.2	0.92	8	740	-2.2%	/	/	i	34	1.8	1.5	3.9	i	6

From PubChem BioAssay
